Bioassay records deposited in PubChem BioAssay by National Center for Advancing Translational Sciences (NCATS).
TRb-SRC2 inh: disrupts binding of human TR beta to SRC2. P10828. TRbeta-SRC2 peptide binding, fluorescence polarization; receptor liganded with 1 µM T3. Potency, µM (doses to about 106 µM), for the others: at the top dose activity change, negative = inhibition, most hits filed as inhibitors. 0.065% of 280,000 active. AID 1469;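 further: plate controls were bound peptide for no effect and peptide without receptor for full effect; nearly all actives have a fitted effect of over 50% in size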
Target sequence (P10828 whole entry, looked up): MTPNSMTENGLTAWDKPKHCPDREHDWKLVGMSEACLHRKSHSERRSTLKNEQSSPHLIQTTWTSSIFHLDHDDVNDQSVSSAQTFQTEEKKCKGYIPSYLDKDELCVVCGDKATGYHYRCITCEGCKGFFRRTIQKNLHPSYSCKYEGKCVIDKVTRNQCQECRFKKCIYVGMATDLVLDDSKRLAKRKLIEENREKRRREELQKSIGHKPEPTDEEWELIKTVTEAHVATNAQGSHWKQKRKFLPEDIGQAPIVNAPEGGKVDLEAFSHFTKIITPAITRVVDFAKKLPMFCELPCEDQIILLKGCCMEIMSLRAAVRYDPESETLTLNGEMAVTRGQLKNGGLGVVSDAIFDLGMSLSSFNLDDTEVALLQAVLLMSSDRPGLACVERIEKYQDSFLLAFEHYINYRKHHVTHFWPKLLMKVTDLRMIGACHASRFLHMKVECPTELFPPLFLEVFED
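Polarization signal, normalized between peptide-alone and full complex controls, measured compound effects on T3-liganded human TRb LBD (0.6 uM) binding 20 nM Texas Red SRC2 peptide after 5 hr.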
TR SRC2 fluor cs: alters Texas Red total fluorescence, flagging assay interference; TRb/SRC2 Texas Red total fluorescence interference; AID 1479; 0.29% of 280,000 active; Potency, µM (titrated, usually from 106 µM), for the others: at the highest dose fluorescence change, negative = quenching; active means well fitted curve in either direction with a large enough effect; inconclusive means small, poorly fitted or top-dose-only effect; further: on the % scale 0 is the no-effect control and ±100 the full control effect
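Human TRβ ligand-binding domain (0.6 uM) and Texas Red SRC2 peptide (20 nM) in Tris buffer with 1 uM T3 and 5% DMSO were incubated with pinned compound for 5 hr at ambient temperature. Total fluorescence was computed as S + 2P (555/632 nm).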
Tau fibril FP: blocks human tau fibril formation measured by polarization | 0.39% of 280,000 active | K18 P301L tau heparin fibrillization, Alexa594 FP, 6 h | AID 1468 | Potency, µM (top dose mostly 57.7 µM), for the others: at the highest dose activity, negative = inhibition, usual class: inhibitors; further: on the % scale 0 is the no-effect control and ±100 the full control effect; nearly all actives have a fitted effect of over 55% in size
Target sequence (P10636 561-689 P618L limits assumed): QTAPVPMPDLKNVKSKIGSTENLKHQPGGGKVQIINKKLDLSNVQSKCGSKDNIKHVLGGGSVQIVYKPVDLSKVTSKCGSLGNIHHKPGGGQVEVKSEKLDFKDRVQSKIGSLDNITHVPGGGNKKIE
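Human K18 P301L fragment (15 uM unlabeled plus 0.24 uM Alexa 594-labeled) in 100 mM sodium acetate pH 7 with compound, aggregation induced by 20 uM heparin for 6 hr at 37 C. ThT (30 uM) added for 1 hr, then Alexa 594 FP read.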
Tau fibril ThT: tau fibrillization inhibition (ThT binding) | 2.1% of 270,000 active | P10636 | AID 1460 | Potency, µM (highest dose often 57.4 µM), for the others: at the top dose activity, negative = inhibition, most hits filed as inhibitors | recombinant tau K18 P301L, heparin-induced fibrillization, ThT fluorescence; further: on the % scale 0 is the no-effect control and ±100 the full control effect; nearly all actives have a fitted effect of over 55% in size
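Heparin-induced fibrillization of the P301L-mutant K18 repeat-domain fragment of human tau was followed by ThT binding in quantitative high-throughput format.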
Tau fluor counter: counter-screen for tau fibril formation inhibitors; 0.93% of 280,000 active; tau K18 P301L (four-repeat tau fragment) Alexa594 fluorescence, heparin fibrillization; AID 1463; Potency, µM (series often up to 57.7 µM), for the others: top-dose activity change, negative = decrease; further: on the % scale 0 is the no-effect control and ±100 the full control effect; nearly all actives have a fitted effect of over 55% in size
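Human K18 P301L tau (15 uM unlabeled plus 0.24 uM Alexa 594-labeled, final) in 100 mM sodium acetate pH 7 was mixed with compound and 20 uM heparin and incubated 6 hr at 37 C.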
RECQ1 helicase: RECQ1 (human) helicase inhibition; RECQ1 DNA unwinding, red fluorescence kinetic read; Potency, µM (top dose mostly 57.3 µM), for the others: at the top dose activity, negative = inhibition, most hits filed as inhibitors; 0.54% of 240,000 active; AID 2549;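 further: plate controls were vehicle for no effect and no enzyme for full effect; nearly all actives have a fitted effect of over 30% in size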
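RECQ1T1 50 nM; forked duplex (20 bp + 30-nt ss tails) 200 nM, ATP 2 mM final; pH 8.0, 2 mM MgCl2, 2.5 ug/ml poly(dI-dC); 15 min compound preincubation; discontinuous kinetic read over 2 h at RT.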
HTT cytoprotect: Huntington cell model cytoprotection by ATP luminescence | PC12 HTT-Q103 induced, cytoprotection, ATP luminescence, 40 h | Potency, µM (highest dose often 56.4 µM), for the others: cytoprotection (ATP increase), hits mostly activators | 0.14% of 230,000 active | AID 1471;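 further: % of control where 0% means no effect; nearly all actives have a fitted effect of over 45% in size; toxic huntingtin expression switched on by the ecdysone agonist tebufenozide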
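Quantitative HTS on tebufenozide-induced (100 nM) PC12 cells expressing HTTQ103 exon 1–GFP; compounds tested as a concentration series; survival measured via cellular ATP.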
L3MBTL1 inh: inhibitors of human L3MBTL1 | AlphaScreen L3MBTL1–H3K9me1 peptide binding | Potency, µM (highest dose often 57.1 µM), inactives show top-dose activity, negative = inhibition, actives largely listed as inhibitors | 0.66% of 230,000 active | AID 485360; further: on the % scale 0 is the no-effect control and ±100 the full control effect; nearly all actives have a fitted effect of over 60% in size
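L3MBTL1 (50 nM) pre-complexed 30 min with biotinylated H3(1-15)K9me1 peptide (75 nM), then compounds added for 30 min at room temperature; AlphaScreen streptavidin donor/nickel chelate acceptor beads (10 ug/mL final) read after 30 min dark incubation.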
* hit, by the source's call; i = inactive; ? = inconclusive; · = no result given; [ ] = remark or other dose. Unless noted, the call rests on the fitted dose curve; in most records, active means well fitted curve in the direction sought with a large enough effect; inconclusive means small, poorly fitted or top-dose-only effect, or another doubt; inactive means no such curve, though single readings can be large; an effect the other way counts as inactive or inconclusive. Potency means the concentration at half of the fitted maximal effect.

SMILES | TRb-SRC2 inh | TR SRC2 fluor cs | Tau fibril FP | Tau fibril ThT | Tau fluor counter | RECQ1 helicase | HTT cytoprotect | L3MBTL1 inh
O=C(NCc1ccccc1)C1CCN(C(=O)c2cnn(-c3ccccc3)c2-n2cccc2)CC1 | -9% | 32µM*[quencher] | 2% | -7% | -17% | · | · | ·
CCCCC(CCC(=O)Nc1cc([N+](=O)[O-])ccc1O)C(=O)O (configuration not stated) | -2% | -1% | 3% | -14% | -5% | i | -32% | ·
CSc1nc2ccccc2n1CC(=O)Nc1cc(C(F)(F)F)ccc1N1CCOCC1 | 1% | -4% | 10% | -17% | -17% | -3% | -1%[10 µM] | ·
COc1cccc(C(=O)C2CCCN(C/C=C/c3ccccc3OC)C2)c1 (configuration not stated) | 4% | -3% | -5% | -12% | -21% | -7% | 17%[10 µM] | -23%
Cc1cc2oc(C(=O)NCc3ccncc3)c(C)c2cc1C | -7% | -8% | 5% | -9% | -10% | -6% | -53%[inhibitor] | ·
CCc1nc2ccc(C(=O)NCc3ccccc3C)cc2nc1CC | -2% | 2% | -3% | -13% | -19% | · | · | ·
CCOc1ccc2nc(NC(=O)c3nc(SCc4ccccc4F)ncc3Cl)sc2c1 | 0% | -2% | 8% | 13% | 17% | · | · | ·
C=CCn1c(O)c(N=NC(=O)c2ccccc2NS(=O)(=O)c2cccs2)c2ccccc21 | -6% | -7% | -14% | ? | ? | -9% | -16%[10 µM] | 25%
Cc1ccccc1-n1c(C)nc2ccccc21 | 1% | 7% | 1% | -2% | 0% | -8% | 10%[10 µM] | 5%
COc1ccc(C2CC(c3ccccc3)=NN2c2ccccc2)c(C(=O)O)c1OC (configuration not stated) | -6% | -2% | 7% | -4% | 2% | i | -23% | 17%
CSc1nc(=S)c2[nH]c(=S)[nH]c2[nH]1 | -3% | -6% | -7% | ? | -3% | 10% | 15%[10 µM] | -2%
CCC(C)(C)NC(=O)C(c1ccc(F)cc1)N(Cc1ccccc1)C(=O)c1cnccn1 (configuration not stated) | 4% | -1% | 0% | 0% | -5% | -10% | · | -3%
Cc1ccccc1NS(=O)(=O)c1cc(C(N)=O)ccc1C | 2% | -3% | 1% | -4% | 1% | -2% | -3%[0.074 µM] | 0%
CCC(=O)Nc1cccc(NC(=O)c2ccc(C)c([N+](=O)[O-])c2)c1 | -3% | -2% | 0% | -10% | -8% | i | -16% | -3%
Cc1nc2ccc(S(=O)(=O)NCC(=O)Nc3ccc(F)cc3F)cc2s1 | -2% | 2% | 1% | 3% | -1% | · | · | ·
CCCCN(C)CCNC(=O)c1ccc2c(c1)NC(=O)CN2 | -4% | -1% | -10% | -4% | -13% | · | · | ·
Cc1ccc(C)c(N2CCN(Cc3nnnn3C3CCCCC3)CC2)c1 | 4% | -6% | -5% | ? | -19% | -9% | 1%[10 µM] | 3%
O=C(C1=NNCC1c1ccc(Cl)cc1)C1CO1 (configuration not stated) | 3% | 2% | -2% | -2% | 0% | 1% | 0%[10 µM] | 9%
C/C(=N/NS(=O)(=O)c1ccccc1)c1ccc(NC(=O)C2CC2)cc1 | 6% | -3% | 0% | -13% | -12% | 3% | -15%[10 µM] | -4%
CCN(CC)CCNC(=O)c1ccc(-c2nc(CN3CCc4ccccc43)c(C)o2)cc1 | -4% | -5% | 1% | 4% | -14% | · | · | ·

Nothing new here: an excerpt of the list.
SMILES | TRb-SRC2 inh | TR SRC2 fluor cs | Tau fibril FP | Tau fibril ThT | Tau fluor counter | RECQ1 helicase | HTT cytoprotect | L3MBTL1 inh
CCC(=O)Nc1cccc(NC(=O)c2ccc(C)c([N+](=O)[O-])c2)c1 | -3% | -2% | 0% | -10% | -8% | i | -16% | -3%
Cc1nc2ccc(S(=O)(=O)NCC(=O)Nc3ccc(F)cc3F)cc2s1 | -2% | 2% | 1% | 3% | -1% | · | · | ·
CCCCN(C)CCNC(=O)c1ccc2c(c1)NC(=O)CN2 | -4% | -1% | -10% | -4% | -13% | · | · | ·
Cc1ccc(C)c(N2CCN(Cc3nnnn3C3CCCCC3)CC2)c1 | 4% | -6% | -5% | ? | -19% | -9% | 1%[10 µM] | 3%
O=C(C1=NNCC1c1ccc(Cl)cc1)C1CO1 (configuration not stated) | 3% | 2% | -2% | -2% | 0% | 1% | 0%[10 µM] | 9%
C/C(=N/NS(=O)(=O)c1ccccc1)c1ccc(NC(=O)C2CC2)cc1 | 6% | -3% | 0% | -13% | -12% | 3% | -15%[10 µM] | -4%
CCN(CC)CCNC(=O)c1ccc(-c2nc(CN3CCc4ccccc43)c(C)o2)cc1 | -4% | -5% | 1% | 4% | -14% | · | · | ·

More results follow:
SMILES | TRb-SRC2 inh | TR SRC2 fluor cs | Tau fibril FP | Tau fibril ThT | Tau fluor counter | RECQ1 helicase | HTT cytoprotect | L3MBTL1 inh
O=C(Cc1ccccc1F)Nc1ccc(SC(F)F)cc1 | 4%[53 µM] | -2%[53 µM] | 0% | 8% | 5% | i | -6%[10 µM] | -10%
Cc1cc(NC(=O)CSc2ncccc2C(=O)O)no1 | -4% | -1% | -2% | -6% | -8% | -1% | -1%[10 µM] | 1%
CC1CCCN(C(=O)c2sc3cc([N+](=O)[O-])ccc3c2Cl)C1 (configuration not stated) | -3% | -3% | 7% | ? | -14% | -3% | 10% | -11%
Cc1ccccc1-n1cc(CNC(=O)CC2C(=O)NCCN2C/C=C/c2ccccc2)cn1 (configuration not stated) | -5% | 1% | 10% | -11% | 5% | 13% | -22% | -1%
Cn1c(=O)n(CCc2ccccc2)c(=O)c2c1nc1n2CCCN1c1ccccc1 | 3% | 0% | -14% | -23% | -16% | -10% | -13%[0.074 µM] | ·
COC(=O)c1ccc2c(=O)n(CCCCCC(=O)O)c(=O)[nH]c2c1 | 0% | 1% | 5% | -9% | -7% | -2% | · | -4%
CCC(=O)N(Cc1cc2c(C)cc(C)cc2[nH]c1=O)C1CCCCC1 | -9% | 1% | 2% | 0% | -2% | -8% | -13%[10 µM] | -7%
O=C(Nc1ccc(Cl)cc1)Nc1ccccc1Sc1ncc([N+](=O)[O-])s1 | -4% | -3% | ? | · | ? | -17% | 14%[10 µM] | ·
C=CCOc1c(Br)cc(C2C3=C(CCCC3=O)N(C)C3=C2C(=O)CCC3)cc1OCC | 1% | 0% | -1% | -2% | -3% | 1% | -27%[10 µM] | 8%
COCCNC(=S)N/N=C/c1ccc(OCc2ccc(C(=O)OC)cc2)cc1 | -1% | -22% | 2% | -7% | 4% | 0% | -11%[1.9 µM] | 1%
COc1cccc(CN(C)CC(=O)NC(=O)NCc2ccco2)c1 | 2% | 1% | 5% | -6% | 3% | -23% | 6% | -3%[11.4 µM]
Cc1ccc(NC(=O)NC(=O)c2cnccc2C(F)(F)F)c(C)c1 | 4% | -1% | 1% | -13% | -19% | -9% | 20%[10 µM] | -2%
COc1ccc(Nc2nn3c(=O)c4cc5c(cc4nc3s2)OCO5)c(OC)c1 | 1% | -1% | -8% | ? | -30% | · | · | ·
CNC(=S)N1CCN(c2nc3ccccc3s2)CC1 | -3% | 0% | -5% | -2% | -12% | -4% | -2%[10 µM] | -6%
COC(=O)N/N=C/c1cc(C)n(-c2ccc(F)cc2)c1C | 5% | 0% | 5% | -18% | -8% | 0% | -27% | ·
CCOC(=O)c1c(-c2ccc(C)s2)csc1N | 3% | -1% | 1% | 9% | 7% | i | -45%[inhibitor] | -9%[2.29 µM]
C/C(=N\NC(=O)CSCc1ccccc1Br)c1cccc([N+](=O)[O-])c1 | -3% | -2% | ? | 8% | -12% | -2% | · | 3%
COc1ccc(Cl)cc1NS(=O)(=O)c1ccc(S(=O)(=O)N2CCCC2)cc1 | 2% | 3% | 1% | -6% | -20% | 12% | -18%[10 µM] | 4%
Nc1ccc2c(c1)COc1ccccc1O2 | -3% | -4% | 10% | -14% | -16% | -6% | -17% | -13%
Cc1ccc(S(=O)(=O)N(Cc2nc(-c3ccc(Cl)cc3)no2)C2CCCCC2)cc1 | 0% | -10% | -5% | 1% | -21% | · | · | ·
COc1ccc(-n2nnnc2SCC(=O)N2CCOCC2)cc1 | -1% | -1% | -5% | -15% | -4% | i | 10%[10 µM] | 7%
CCCOc1ccc(C2C(=O)N(C3CCCCC3)CC(=O)N2CCCOCC)cc1OC (configuration not stated) | -2% | 0% | 8% | -21% | -18% | 7% | -11% | 5%
O=C(NC1CCCC1)C1CCC(=O)N1CCc1ccccc1 (configuration not stated) | -14% | 0% | 9% | -7% | -1% | 17% | -2% | ·
O=C(CSCC(=O)Nc1nccs1)Nc1ccccc1 | -6% | -6% | 7% | 4% | 11% | -6% | -1%[10 µM] | 30%
O=C(c1nc(-c2ccccc2)n(-c2ccccc2)n1)N1CCCCCC1 | 2% | -1% | 1% | -8% | 0% | -8% | -5% | -3%
COc1ccccc1-c1nnc2sc(COc3ccc(Cl)cc3)nn12 | -6% | 0% | -5% | ? | -13% | -7% | -22%[0.074 µM] | -3%
COc1cccc(CC(=O)Nc2ccccc2C(=O)N2CCOCC2)c1 | 2% | -2% | 1% | -4% | 5% | -2% | · | -3%
CN(C)C(=O)c1cccn(Cc2ccc(C(F)(F)F)cc2)c1=O | -7% | -4% | 5% | -4% | -8% | -3% | 27%[10 µM] | 0%

This is a subset; count on the stated rates, not on these rows.
